Screening data: PubChem BioAssay, several laboratories
TNAP act hi DEA: activators of human TNAP at high phosphate acceptor concentration | purified TNAP, CDP-star luminescence, 1 M DEA, 30 min; hits give high values; 0 = EDTA background, 1 = DMSO-only activity | activation factor at 20 µM | 200,000 tested, under 10 active | AID 1136;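 active = activation factor at least 2 at 20 µM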
Target sequence (P05186 whole entry, looked up): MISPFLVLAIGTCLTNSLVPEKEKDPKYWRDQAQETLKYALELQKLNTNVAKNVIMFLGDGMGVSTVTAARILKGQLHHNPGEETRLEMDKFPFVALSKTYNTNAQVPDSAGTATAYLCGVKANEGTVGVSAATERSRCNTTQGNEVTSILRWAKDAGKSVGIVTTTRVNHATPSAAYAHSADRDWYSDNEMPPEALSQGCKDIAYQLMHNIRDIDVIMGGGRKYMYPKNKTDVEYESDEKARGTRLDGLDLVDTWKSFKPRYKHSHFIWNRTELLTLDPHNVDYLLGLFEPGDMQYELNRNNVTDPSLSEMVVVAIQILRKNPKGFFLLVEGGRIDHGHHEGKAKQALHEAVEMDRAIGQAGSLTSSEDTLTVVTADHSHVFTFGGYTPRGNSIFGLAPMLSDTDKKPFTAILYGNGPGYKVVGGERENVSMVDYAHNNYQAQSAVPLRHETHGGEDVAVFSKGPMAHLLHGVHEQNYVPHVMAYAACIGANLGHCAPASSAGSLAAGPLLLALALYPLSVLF
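Dosing: 20 µM single point. System: human TNAP. Amount: TNAP 1/800 final. Incubation: 30 min, room temperature. Read-out: TNAP activation factor scaled between EDTA and DMSO control wells. Signal: luminescence from CDP-star hydrolysis. Medium: 1 M DEA, pH 9.8, Mg2+, Zn2+. Control set: EDTA negative control, DMSO positive control.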
bIAP inh: intestinal alkaline phosphatase (bovine) inhibition; purified bovine IAP, CDP-star luminescence, 30 min; inhibition, % at 20 µM; 190,000 tested, under 10 active; AID 1019;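 active = over 50% inhibition of intestinal alkaline phosphatase at 20 µM in the single-dose screen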
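System: purified bovine intestinal alkaline phosphatase (IAP) enzyme; Input: IAP diluted 1/65,000,000 in the well; Measured by: CDP-star luminescence signal; Compound dosing: 20 µM single dose; Incubation: 30 min reaction at room temperature.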
FLuc act counter: affects firefly luciferase, flagging false hits in luciferase stimulation screens. P08659. ATPlite luciferase biochemical, luminescence, 10 min; 0 = ATP-free wells, 1 = DMSO control. activation factor at 10 µM. 200,000 tested, under 10 active. AID 1027;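 active = luciferase activation factor, scaled between plate controls, of at least 2 with compound at 10 µM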
Target sequence (P08659 whole entry, looked up): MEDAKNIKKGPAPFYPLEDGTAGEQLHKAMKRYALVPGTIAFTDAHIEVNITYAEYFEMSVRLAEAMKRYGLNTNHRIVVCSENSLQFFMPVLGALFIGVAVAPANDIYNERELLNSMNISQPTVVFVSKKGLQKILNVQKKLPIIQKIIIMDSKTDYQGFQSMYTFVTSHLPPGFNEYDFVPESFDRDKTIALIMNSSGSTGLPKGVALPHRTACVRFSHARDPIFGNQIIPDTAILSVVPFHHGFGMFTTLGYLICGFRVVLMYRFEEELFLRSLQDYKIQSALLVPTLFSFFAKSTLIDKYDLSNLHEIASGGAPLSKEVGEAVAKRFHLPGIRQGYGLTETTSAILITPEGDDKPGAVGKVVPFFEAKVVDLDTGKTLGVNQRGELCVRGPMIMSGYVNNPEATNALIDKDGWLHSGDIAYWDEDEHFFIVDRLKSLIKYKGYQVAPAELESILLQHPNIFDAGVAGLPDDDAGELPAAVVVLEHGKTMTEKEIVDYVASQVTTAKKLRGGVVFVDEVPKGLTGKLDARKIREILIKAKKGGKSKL
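test system = cell-free luciferase reagent | medium = PBS as buffer for the ATP substrate | dosing = test compounds dosed from 2 mM stocks in 100% DMSO | incubation = 10 min at ambient temperature | detection = luminescence measurement of luciferase light output | benchmarks = low control with PBS replacing ATP, high control enzyme plus ATP without compound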
FLuc inhib CS: inhibits firefly luciferase, flagging false hits in luciferase inhibition screens | P08659 | ATPLite firefly luciferase biochemical luminescence, 10 min | inhibition, % at 10 µM | 1.5% of 200,000 active | AID 1006;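 active = inhibition above about 50% when tested at 10 µM, limit read from the data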
RAM network inh: yeast RAM network inhibition; S. cerevisiae dse1pr::URA3 reporter, 5-FOA growth OD615, 2 d; analog-sensitive cbk1-as2 kinase mutant strain; 1.8% of 190,000 active; inhibition, % at 50 µM;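 active = inhibition above a set limit, 3 SD over mean compound inhibition, cut at about 8.4% in these data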;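 also: 0% = DMSO-only wells with no growth and 100% = 10 µM 1-NA-PP1 full growth; inhibition rescues growth on 5-FOA so higher OD means more RAM inhibition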
APP transl inh: APP translation inhibition; SH-SY5Y APP 5'UTR-luciferase reporter, luminescence; inhibition, % at 2 µM; 0.82% of 190,000 active; AID 1285;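 active = inhibition above a set limit, derived from the sample mean plus 3 SD, cut at about 45% in these data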; also: values of inactives mirror those of a sister screen read the other way
Lmaj promast: inhibitors of Leishmania major promastigote growth; Leishmania major promastigotes, resazurin fluorescence viability; 9% of 200,000 active; AID 1063; inhibition, % at 10 µM; in the data active = inhibition above about 50%;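 also: promastigotes grown with compound for 44 hours at 28 °C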
bIAP act: increases bovine intestinal alkaline phosphatase activity. 0.17% of 200,000 active. activation factor at 20 µM. purified bovine IAP, CDP-star luminescence, 30 min; hits give high values; fold of DMSO-control signal, blank-subtracted;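 active = activation factor of 2 or more at 20 µM, a signal rise over negative controls twice the positive control's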
TNAP inh noacc: blocks human TNAP activity with no phosphate acceptor present | P05186 | purified TNAP, CDP-star luminescence, 30 min | inhibition, % at 20 µM | 0.26% of 200,000 active | AID 1012;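 active = tissue-nonspecific alkaline phosphatase inhibition above about 50% at 20 µM in the single-dose screen, limit read from the data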;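 also: 0% = DMSO negative control and 100% = EDTA positive control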
TNAP inh hi DEA: TNAP (human) inhibition, high acceptor; 0.03% of 200,000 active; purified TNAP, CDP-star luminescence, 1 M DEA; inhibition, % at 20 µM; P05186; AID 1135;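 active = over 50% inhibition of tissue-nonspecific alkaline phosphatase at 20 µM in the single-dose screen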;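 also: plate controls were DMSO wells for no effect and EDTA-quenched wells as full inhibition for full effect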
The depositor's hits bear a star.

Screening COc1ccc(C(=O)NCc2ccc3c(c2)OCO3)cc1 returned TNAP act hi DEA 1, bIAP inh -4, FLuc act counter 1, FLuc inhib CS 3, RAM network inh 1.3, APP transl inh 2, Lmaj promast 2, bIAP act 1, TNAP inh noacc -3 and TNAP inh hi DEA 0.
Screening COc1ccc(NCC(=O)N/N=C/c2c(C)nn(Cc3ccccc3)c2Cl)cc1 returned TNAP act hi DEA 1, bIAP inh -3, FLuc act counter 1, FLuc inhib CS 0, RAM network inh 1.4, APP transl inh 8, Lmaj promast 2, bIAP act 1, TNAP inh noacc -6 and TNAP inh hi DEA 2.
`O=C(NCC1CCCO1)c1ccc(Br)o1` (stereo not given) gave TNAP act hi DEA 1, bIAP inh -5, FLuc act counter 1.1, FLuc inhib CS -6, RAM network inh 0.4, APP transl inh 3, Lmaj promast -7, bIAP act 1.1, TNAP inh noacc -6 and TNAP inh hi DEA -5.
For CCCCNC(=O)CN1C(=O)c2cccc(N)c2C1=O the results were TNAP act hi DEA 1, bIAP inh -29, FLuc act counter 1.1, FLuc inhib CS -8, RAM network inh 1.4, APP transl inh -3, Lmaj promast -5, bIAP act 1.3, TNAP inh noacc -5 and TNAP inh hi DEA -5.
Screening Cc1ccc(C(=O)Nc2cccnc2)cc1S(=O)(=O)N1CCOCC1 returned TNAP act hi DEA 1, bIAP inh 10, FLuc act counter 1, FLuc inhib CS 3, RAM network inh 1.5, APP transl inh 2, Lmaj promast -5, bIAP act 0.9, TNAP inh noacc -8 and TNAP inh hi DEA -3.
Screening COc1cc(C)c(S(=O)(=O)n2ccc(C)n2)cc1C returned TNAP act hi DEA 1, bIAP inh -3, FLuc act counter 1.1, FLuc inhib CS -9, RAM network inh 0.8, APP transl inh 11, Lmaj promast 1, bIAP act 1, TNAP inh noacc -2 and TNAP inh hi DEA -3.
`CN1CCN(c2ccccc2NC(=O)COc2ccccc2)CC1` gave TNAP act hi DEA 1, bIAP inh 7, FLuc act counter 1.1, FLuc inhib CS -6, RAM network inh 0.0, APP transl inh 7, Lmaj promast 13, bIAP act 0.9, TNAP inh noacc -11 and TNAP inh hi DEA -5.
N/C(=N\OC(=O)CCCCCN1C(=O)c2ccccc2C1=O)c1ccccn1 was read as TNAP act hi DEA 1.1, bIAP inh -5, FLuc act counter 1, FLuc inhib CS -4, RAM network inh -1.1, APP transl inh -6, Lmaj promast 1, bIAP act 1.1, TNAP inh noacc -15 and TNAP inh hi DEA -6.
C=CCNC(=O)NC(=O)CSc1nnc(C(F)(F)F)n1C was read as TNAP act hi DEA 1, bIAP inh 4, FLuc act counter 1, FLuc inhib CS 0, RAM network inh 1.9, APP transl inh -6, Lmaj promast 1, bIAP act 1, TNAP inh noacc -13 and TNAP inh hi DEA -2.
Cc1ccc(S(=O)(=O)Nc2ccccn2)cc1[N+](=O)[O-] was read as TNAP act hi DEA 1, bIAP inh -15, FLuc act counter 1, FLuc inhib CS 1, RAM network inh 3.0, APP transl inh -16, Lmaj promast 0, bIAP act 1.1, TNAP inh noacc -2 and TNAP inh hi DEA -2.
`Cc1ccc(S(=O)(=O)N/N=C/c2cccc(OC3CSC3)c2)cc1` gave TNAP act hi DEA 1, bIAP inh 11, FLuc act counter 1.1, FLuc inhib CS -9, RAM network inh 2.2, APP transl inh 14, Lmaj promast 38, bIAP act 0.9, TNAP inh noacc -38 and TNAP inh hi DEA 0.
`Cc1ccc(NC(=O)CN(C)C(=O)CSc2nc3ccccc3c(=O)n2Cc2ccco2)cc1` gave TNAP act hi DEA 1.1, bIAP inh -1, FLuc act counter 1.1, FLuc inhib CS -9, RAM network inh 4.3, APP transl inh 8, Lmaj promast 87*, bIAP act 1, TNAP inh noacc -8 and TNAP inh hi DEA -8.
Screening Cc1ccc2nsnc2c1S(=O)(=O)N1CCOCC1 returned TNAP act hi DEA 1, bIAP inh 12, FLuc act counter 0.9, FLuc inhib CS 5, RAM network inh -1.1, APP transl inh 14, Lmaj promast 0, bIAP act 0.9, TNAP inh noacc -12 and TNAP inh hi DEA -1.
Cc1ccc(-c2csc3nc(SCC(=O)N(C)C)n(Cc4ccccc4)c(=O)c23)cc1 was read as TNAP act hi DEA 1, FLuc act counter 1.1, FLuc inhib CS -6, RAM network inh 4.5, APP transl inh -7, Lmaj promast 23, bIAP act 0.5, TNAP inh noacc -8 and TNAP inh hi DEA -2.
Screening Cc1ccc(S(=O)(=O)NC(=O)c2ccc(-c3ccc(C)c4ccccc34)o2)cc1 returned TNAP act hi DEA 1, bIAP inh 2, FLuc act counter 1, FLuc inhib CS -2, RAM network inh 5.7, APP transl inh 3, Lmaj promast -3, bIAP act 1, TNAP inh noacc -10 and TNAP inh hi DEA -4.
For COc1ccc(/C(C)=N/NC(=S)NCCc2ccccc2)cc1 the results were TNAP act hi DEA 1, bIAP inh 16, FLuc act counter 1, FLuc inhib CS -3, RAM network inh 0.9, APP transl inh -26, Lmaj promast 9, bIAP act 0.8, TNAP inh noacc -54 and TNAP inh hi DEA 0.
Screening COc1ccc(C(=O)OCCN=C2NS(=O)(=O)c3ccccc32)cc1OC returned TNAP act hi DEA 1, bIAP inh 0, FLuc act counter 1.1, FLuc inhib CS -7, RAM network inh 4.2, APP transl inh -6, Lmaj promast 5, bIAP act 1, TNAP inh noacc -15 and TNAP inh hi DEA -5.
For COc1ccc(N2C(=O)c3ccccc3NC2c2ccc(OC)c(COc3ccccn3)c2)cc1 (stereo not given) the results were TNAP act hi DEA 1, bIAP inh 15, FLuc act counter 1, FLuc inhib CS -1, RAM network inh 2.0, APP transl inh -50, Lmaj promast -4, bIAP act 0.8, TNAP inh noacc -16 and TNAP inh hi DEA -4.
Screening CCOC(=O)c1[nH]c(C)c(C(=O)Nc2ccc3c(c2)OCCO3)c1C returned TNAP act hi DEA 1, bIAP inh 7, FLuc act counter 0.9, FLuc inhib CS 7, RAM network inh 4.7, APP transl inh -28, Lmaj promast -2, bIAP act 0.9, TNAP inh noacc -2 and TNAP inh hi DEA -1.
Screening CC(=O)Nc1ccc(-n2c(C)c(C(C)=O)c(C(C)=O)c2C)cc1 returned TNAP act hi DEA 1, bIAP inh 1, FLuc act counter 1, FLuc inhib CS -4, RAM network inh 0.3, APP transl inh -11, Lmaj promast -11, bIAP act 1, TNAP inh noacc -11 and TNAP inh hi DEA -2.
CC(=O)c1ccc(NC(=O)C2CCCNC2=O)cc1 (stereo not given) was read as TNAP act hi DEA 1, bIAP inh -1, FLuc act counter 1, FLuc inhib CS 1, RAM network inh 0.1, APP transl inh 5, Lmaj promast -11, bIAP act 1, TNAP inh noacc -10 and TNAP inh hi DEA -5.
For CCC(C)NC(=O)Cn1c(=O)n(CCCCC(=O)NCc2ccco2)c(=O)c2ccccc21 (stereo not given) the results were TNAP act hi DEA 1, bIAP inh 8, FLuc act counter 1, FLuc inhib CS -4, RAM network inh -1.0, APP transl inh 13, Lmaj promast -1, bIAP act 0.9, TNAP inh noacc -10 and TNAP inh hi DEA -2.
`COc1ccc(CCNC(=O)c2cc3sc(Cl)cc3n2C)cc1OC` gave TNAP act hi DEA 1, bIAP inh -44, FLuc act counter 1.1, FLuc inhib CS -5, RAM network inh -0.6, APP transl inh -10, Lmaj promast -1, bIAP act 1.4, TNAP inh noacc -27 and TNAP inh hi DEA -2.
NCC(O)(c1ccc(Cl)cc1)c1ccc(Cl)cc1 was read as TNAP act hi DEA 1, bIAP inh 9, FLuc act counter 1.1, FLuc inhib CS -8, RAM network inh 0.2, APP transl inh 14, Lmaj promast 94*, bIAP act 0.9, TNAP inh noacc 4 and TNAP inh hi DEA 1.
For COc1cccc(-c2nc(C(N)=O)c3[nH]c(=O)n(-c4cccc(Cl)c4)c3n2)c1OC the results were TNAP act hi DEA 1, bIAP inh 4, FLuc act counter 1.1, FLuc inhib CS -7, RAM network inh 11*, APP transl inh -17, Lmaj promast 47, bIAP act 1, TNAP inh noacc -22 and TNAP inh hi DEA -2.
For CCOC(=O)CNC(=O)N1CCCC(C(=O)c2ccccc2SC)C1 (stereo not given) the results were TNAP act hi DEA 1, bIAP inh -4, FLuc act counter 1, FLuc inhib CS -1, RAM network inh 0.4, APP transl inh 7, Lmaj promast 1, bIAP act 1, TNAP inh noacc -5 and TNAP inh hi DEA 0.
`CC1CCCCN1C(=O)N[C@@H](Cc1ccccc1)C(=O)O` (stereo not given in full) gave TNAP act hi DEA 1, bIAP inh 0, FLuc act counter 1.1, FLuc inhib CS -5, RAM network inh 1.3, APP transl inh -3, Lmaj promast 51*, bIAP act 1, TNAP inh noacc -7 and TNAP inh hi DEA -2.
`O=C(Nc1c(Cl)cc(Cl)cc1C(=O)NCc1cccnc1)c1ccc(Cl)cc1Cl` gave TNAP act hi DEA 1, bIAP inh 0, FLuc act counter 1, FLuc inhib CS -4, RAM network inh 3.4, APP transl inh -6, Lmaj promast -2, bIAP act 1, TNAP inh noacc -6 and TNAP inh hi DEA -2.
`O=C(NCC1CCCO1)c1nnc(Cc2ccc(F)cc2)o1` (stereo not given) gave TNAP act hi DEA 1, bIAP inh 4, FLuc act counter 1, FLuc inhib CS -4, RAM network inh 0.4, APP transl inh -28, Lmaj promast -6, bIAP act 1, TNAP inh noacc 1 and TNAP inh hi DEA 0.
CCOc1cccc(CNCCSc2nnnn2C)c1 was read as TNAP act hi DEA 1.1, bIAP inh 0, FLuc act counter 1, FLuc inhib CS -1, RAM network inh 0.4, APP transl inh 8, Lmaj promast -3, bIAP act 1, TNAP inh noacc -7 and TNAP inh hi DEA -8.
Screening Cc1cc(N2CCN(c3ccccc3)CC2)nc(-c2ccccc2O)n1 returned TNAP act hi DEA 1.1, bIAP inh 0, FLuc act counter 1, FLuc inhib CS 1, RAM network inh -0.8, APP transl inh 2, Lmaj promast 3, bIAP act 1, TNAP inh noacc -18 and TNAP inh hi DEA -6.
Screening Cc1ccccc1C(=O)c1c[nH]c(C(=O)N2CCN(c3ccccc3F)CC2)c1 returned TNAP act hi DEA 1, bIAP inh -2, FLuc act counter 1.1, FLuc inhib CS -6, RAM network inh 5.0, APP transl inh -6, Lmaj promast -3, bIAP act 1, TNAP inh noacc 4 and TNAP inh hi DEA -2.

As a short view, some entries already given.
For COc1ccc(/C(C)=N/NC(=S)NCCc2ccccc2)cc1 the results were TNAP act hi DEA 1, bIAP inh 16, FLuc act counter 1, FLuc inhib CS -3, RAM network inh 0.9, APP transl inh -26, Lmaj promast 9, bIAP act 0.8, TNAP inh noacc -54 and TNAP inh hi DEA 0.
Screening COc1ccc(C(=O)OCCN=C2NS(=O)(=O)c3ccccc32)cc1OC returned TNAP act hi DEA 1, bIAP inh 0, FLuc act counter 1.1, FLuc inhib CS -7, RAM network inh 4.2, APP transl inh -6, Lmaj promast 5, bIAP act 1, TNAP inh noacc -15 and TNAP inh hi DEA -5.
For COc1ccc(N2C(=O)c3ccccc3NC2c2ccc(OC)c(COc3ccccn3)c2)cc1 (stereo not given) the results were TNAP act hi DEA 1, bIAP inh 15, FLuc act counter 1, FLuc inhib CS -1, RAM network inh 2.0, APP transl inh -50, Lmaj promast -4, bIAP act 0.8, TNAP inh noacc -16 and TNAP inh hi DEA -4.
